RNase H inhibition: RNase H inhibition, HIV 1 Gag Pol polyprotein, FRET biochemical assay, screening (AID 372); HIV-1 RT RNase H, FRET RNA/DNA substrate fluorescence; higher % means a stronger effect; inhibition, % at 10 µM; hits with a dose series show IC50 in µM; 0.77% of 100,000 active; in the data active = inhibition above about 50%
* = called active by the depositor; i = inactive. An excerpt. The share of hits here may be higher or lower than overall.

SMILES | RNase H inhibition
Cc1cc(Cl)ccc1NC(=O)CN(c1ccc(F)cc1)S(C)(=O)=O | 7%
CN1CCN(Cn2c(O)c(N=NC(=O)c3ccccc3Br)c3ccccc32)CC1 | 5%
Cc1ccc(-c2n[nH]c(=S)n2N=Cc2ccc(Cl)c(Cl)c2)cc1 | 18%
O=c1cc(C(F)(F)F)c2ccc(OCc3ccc(Cl)cc3)cc2o1 | 13%
CC(=O)CC(=O)Nc1ccc(Br)cc1 | 9%
C/C(=N/NC(=O)Nc1ccccc1)C1CC1 | 3%
C/C(Nc1ccc(Cl)cc1)=C(/C#N)C(N)=O | 4%
CCOC(=O)C1=C(C)OC(N)=C(C#N)C1c1cccc2ccccc12 (stereo unspecified) | 20%
Cc1ccc(C(C)C)c(OCC(=O)Nc2cc(C(F)(F)F)ccc2Cl)c1 | 4%
Cc1ccc(S(=O)(=O)Nc2cc(C(C)(C)C)c(O)c(C(C)(C)C)c2)cc1 | 19%
O=C(NCC1CCCO1)c1nn2c(C(F)(F)F)cc(-c3cccs3)nc2c1Br (stereo unspecified) | 12%
O=C(N/N=C/c1coc2ccccc2c1=O)c1cc(O)cc(O)c1 | 55%*
Cc1nccn1CC(=O)N1c2ccccc2Sc2ccccc21 | 35%
CC(Oc1cccc(Cl)c1)C(=O)Nc1cc([N+](=O)[O-])ccc1Cl (stereo unspecified) | 20%
Cc1ccc(-n2nc(C)c3c2OC(N)=C(C#N)C3c2cccc(Cl)c2)cc1 (stereo unspecified) | 17%
O=C1CC(=O)N(c2cccc(Cl)c2)N1 | 0%

Entries from the list above with four or more nitrogen atoms, in the order listed:
SMILES | RNase H inhibition
CN1CCN(Cn2c(O)c(N=NC(=O)c3ccccc3Br)c3ccccc32)CC1 | 5%
Cc1ccc(-c2n[nH]c(=S)n2N=Cc2ccc(Cl)c(Cl)c2)cc1 | 18%
O=C(NCC1CCCO1)c1nn2c(C(F)(F)F)cc(-c3cccs3)nc2c1Br (stereo unspecified) | 12%
Cc1ccc(-n2nc(C)c3c2OC(N)=C(C#N)C3c2cccc(Cl)c2)cc1 (stereo unspecified) | 17%

Next section:
SMILES | RNase H inhibition
CCN(CC)S(=O)(=O)c1cc(C(=O)OCC(=O)c2ccccc2)ccc1Cl | 0%
Cc1ccc(S(=O)(=O)N=C2C=C(Cl)C(=O)C(Br)=C2)cc1 | 3.1µM*
COc1cc(NC(=O)c2cccc(F)c2)cc(OC)c1 | 6%
CN(Cc1ccccc1)C(=O)c1cc2nc(-c3ccccc3)cc(-c3ccccc3)n2n1 | 28%
O=C(Cn1ccnc1)c1ccc(Cl)cc1Cl | 14%
Fc1ccc(NC(=S)N2CCN(C/C=C/c3ccccc3)CC2)cc1 | 1%
COc1cccc(N(CC(=O)Nc2cc(OC)ccc2OC)S(=O)(=O)c2ccccc2)c1 | 6%
Cc1ccccc1NC1=CC(=O)CC(C)(C)C1 | 4%
O=C(Nc1nnc(COc2ccc(F)cc2)s1)c1cccc2ccccc12 | 15%
Cc1ccc(-c2cc(=O)c3cc(Cl)ccc3o2)cc1 | 5%
COc1ccc(NC(=O)c2ccc(-n3cnnn3)cc2)cc1 | 0%
Cc1ccc(F)c(NC(=O)Nc2cccc3ccccc23)c1 | 15%
Cc1ccc(/C=C2\SC(=S)N(CCC(=O)Nc3ccc([N+](=O)[O-])cc3O)C2=O)cc1 | 52%*
O=C(Nc1sc2c(c1C(=O)Nc1cccc3ccccc13)CCCCC2)c1ccccc1F | i
O=C(Nc1nc2ccc(Cl)cc2s1)C1CC1 | 12%
CS(=O)(=O)N1CCN(Cc2ccc(C(F)(F)F)cc2)CC1 | 9%
COC(=O)C(C)NC(=O)CCC1CCCCC1 (stereo unspecified) | 9%
Cn1ccnc1SCC(=O)c1ccc(-c2ccccc2)cc1 | 10%
CC(C)NC(=O)c1cc2ccccc2oc1=O | 0%
COc1ccc(Br)cc1/C=C/C(=O)c1cccs1 | 15%
Cc1ccc(/C(N)=N/OC(=O)c2cccc([N+](=O)[O-])c2C)cc1 | 6%
CCOC(=O)c1c(C)nc(C)c(C(=O)OCC)c1-c1ccc([N+](=O)[O-])cc1 | 8%
COc1ccc(/C=C\C(=O)Nc2c(C)cc(Br)cc2C)cc1 | 10%
CCOc1cc(C2Nc3ccccc3C(=O)N2Cc2ccco2)ccc1OCc1ccccc1Cl (stereo unspecified) | 13%
CC1CC(Nc2ccccc2)c2ccccc2N1C(=O)COc1ccc2ccccc2c1 (stereo unspecified) | 16%
Cc1ccc(-c2cc(C(F)(F)F)n3ncc(C(=O)N4CCN(c5ccc(F)cc5)CC4)c3n2)cc1 | 13%
COc1cccc(N2C(=O)NC(=O)/C(=C/C=C/c3ccccc3)C2=O)c1 | 13%
COc1ccc(C2=CC(=O)c3ccccc3C2=O)cc1 | 40%
O=C(Nc1ccc([N+](=O)[O-])cc1)C1C(c2ccccc2)=C1c1ccccc1 | 11%
Cc1ccc(C(C)NC(=O)Cc2ccccc2)c(C)c1 (stereo unspecified) | 1%
O=C(NCc1ccccn1)c1ccccc1Oc1ccccc1 | 0%
COc1ccc(Cl)cc1N(CC(=O)N1CCCCC1)S(=O)(=O)c1ccc(C)c([N+](=O)[O-])c1 | 3%

Some of the entries so far, field by field.
CC1CC(Nc2ccccc2)c2ccccc2N1C(=O)COc1ccc2ccccc2c1 (stereo unspecified)
- RNase H inhibition: 16%
Cc1ccc(-c2cc(C(F)(F)F)n3ncc(C(=O)N4CCN(c5ccc(F)cc5)CC4)c3n2)cc1
- RNase H inhibition: 13%
COc1cccc(N2C(=O)NC(=O)/C(=C/C=C/c3ccccc3)C2=O)c1
- RNase H inhibition: 13%
COc1ccc(C2=CC(=O)c3ccccc3C2=O)cc1
- RNase H inhibition: 40%

The list goes on:
SMILES | RNase H inhibition
O=C(N/N=C/c1ccc(O)c(O)c1)c1cccc(Br)c1 | 39%
O=[N+]([O-])c1ccccc1C=Nc1ccc(Cl)cc1Cl | 8%
CCc1c(C)c(C#N)c2nc3ccccc3n2c1Nc1cccc(C)c1 | 27%
CNc1ccc2[nH]nc3c2c1C(=O)c1ccccc1-3 | 0%
O=C1N=c2ccc(Cl)cc2=C1c1sc(NS(=O)(=O)Cc2ccccc2)nc1O | 5%
CCOc1ccc(NC(=O)CCCN2C(=O)/C(=C\c3ccc(C)cc3)SC2=S)cc1 | 11%
Cc1ccc(N2C(=O)CSC2c2ccc(Cl)cc2)cc1 (stereo unspecified) | 9%
Cc1ccc(OCCCCN2CCC(C)CC2)c(I)c1 | 9%
CC(C)(C)c1cc(/C=N/O)c(O)c(C(C)(C)C)c1 | 3%
O=C(Oc1ccccc1)c1ccccc1C(=O)N(C1CCCCC1)C1CCCCC1 | 9%
Oc1c(I)cc(I)cc1/C=N/Nc1c(Cl)cc(Cl)cc1Cl | 20%
O=C1NN(c2ccc(F)c(Cl)c2)C(=O)/C1=C\c1ccc(-c2cccc(C(=O)O)c2)o1 | 27%
CCN(CC)c1ccc(C(=O)NCCc2ccccc2)cc1 | 2%
COCCOC(=O)C1=C(C)NC(=O)NC1c1ccccc1OC(C)C (stereo unspecified) | 0%
O=C(Nc1nc(-c2ccc(Cl)cc2)cs1)C1CCCC1 | 40%
c1ccc(-c2noc(-c3ccco3)n2)nc1 | 3%
O=C1CSC(=O)N1CNc1ccc([N+](=O)[O-])cc1 | 0%
C#CCOc1c(I)cc(/C=c2\sc3nc4cc(C)c(C)cc4n3c2=O)cc1OC | 8%
O=C(Nc1ccccc1)c1ccccc1N=Cc1ccc[nH]1 | 7%
CCC1=NN2C(=N)/C(=C/c3ccc(OC(C)=O)cc3)C(=O)N=C2S1 | 8%
COc1cc(C=C2C(=O)OC(c3ccccc3)OC2=O)ccc1OCc1ccc2c(c1)OCO2 (stereo unspecified) | 21%
CC(Oc1ccccc1)C(=O)Nc1ccc(Cl)c([N+](=O)[O-])c1 (stereo unspecified) | 0%
CCOc1ccc(/C=N/NC(=O)c2ccccc2I)cc1 | 8%
CCOc1ccc(C(=O)Nc2ccc(OC)cc2OC)cc1OCC | 0%
CC1(C)Cc2c(sc3nc(-c4ccccc4Cl)n(N)c(=O)c23)CO1 | 1%
Cc1ccc(-c2nc3ccc(C)cn3c2NC(=O)c2ccco2)cc1 | 0%
Cn1c(=O)c2c3c(sc2n(CC(=O)c2ccc(Cl)cc2)c1=O)COC(C)(C)C3 | 6%
O=c1cc(C(F)(F)F)oc2ccccc12 | 0%
COc1cc(C=O)ccc1OCCCOc1ccc(Br)cc1 | 33%
CC1=C(C(=O)Nc2ccc(Cl)cc2)C(c2ccc(Cl)cc2Cl)NC(=O)N1 (stereo unspecified) | 0%
O=[N+]([O-])c1ccc(-c2nc(Cc3ccccc3Cl)no2)cc1 | 38%
Cc1ccc([N+](=O)[O-])cc1N=C1C(=O)Nc2ccccc21 | 9%

(more compounds)
| canonical_smiles | RNase H inhibition |
| --- | --- |
| C/C(=N\Nc1cc(-n2cc(C)cn2)ncn1)c1c(F)c(F)c(F)c(F)c1F | 8% |
| CCOC(=O)CN1CC(O)=C(C=NCc2ccccc2)C1=O | 11% |
| CCOc1ccc(C(=O)Nc2ccc(C(=O)OC)cc2)cc1Br | 22% |
| CCCCCCOc1ccc(N2C(=O)CC(SC(N)=Nc3ccccc3)C2=O)cc1 (stereo unspecified) | 26% |
| COc1cccc(N2CCN(C3C4CC5CC(C4)CC3C5)CC2)c1 (stereo unspecified) | 8% |
| CCOc1cc(Br)c(Br)c(C=Nc2ccc(-c3nc4ccccc4[nH]3)cc2)c1O | 2% |
| O=Cc1cc(Cl)c(OCc2ccc(Cl)c(Cl)c2)c(Cl)c1 | 11% |
| COc1ccccc1-c1coc2cc(OC(=O)c3ccco3)ccc2c1=O | 0% |
| CC(C)C(c1ccc(N(C)C)cc1)c1ccc(N(C)C)cc1 | 3% |
| Cc1ccc(S(=O)(=O)N(CC(=O)N/N=C\c2ccc3c(c2)OCO3)c2cccc3cccnc23)cc1 | 0% |
| C=CCn1cc(F)c(=O)n(CC=C)c1=O | 11% |
| COc1ccc(NC(=O)Nc2ccccc2)c(OC)c1 | 1% |
| CCC(=O)Nc1ccc2oc(-c3cc(I)ccc3Cl)nc2c1 | 12% |
| CN(C)CCCNC(=O)C(=O)NC1CCCCC1 | 5% |
| Cc1cccc(C)c1OCCCCN1CCCCC1 | 5% |
| O=C(CSc1nc2ccc([N+](=O)[O-])cc2[nH]1)c1ccc2ccccc2c1 | 18% |
| CCOc1cc(C2C(C(=O)OC)=C(C)NC3=C2C(=O)c2ccccc23)ccc1OCc1ccc(Cl)c(Cl)c1 (stereo unspecified) | 13% |
| Cc1cc(C)c2oc(-c3ccc(NC(=O)c4ccccc4I)cc3)nc2c1 | 11% |
| COc1ccc(/C=N/NC(=O)C(=O)NC(C)c2ccccc2)cc1 (stereo unspecified) | 2% |
| O=C(Nc1cc(C(F)(F)F)ccc1Cl)c1ccccc1[N+](=O)[O-] | 5% |
| CCc1ccc(NC(=O)/C=C/c2ccccc2Cl)cc1 | 14% |
| Cn1c(SCC(=O)N/N=C/c2ccc(O)cc2O)nc2ccccc21 | 4% |
| O=C(Nc1ccccc1)c1ccc(CN2CCN(c3ccccc3)CC2)cc1 | 12% |
| Cc1ccc(/C=C/C(=O)Nc2ccccc2Cl)o1 | 9% |
| CCOC(=O)C1=C(C)N=c2s/c(=C\c3ccc(C)cc3)c(=O)n2C1c1ccc(OC)cc1 (stereo unspecified) | 12% |
| Cc1c(NC(=O)CN(c2ccc(Oc3ccccc3)cc2)S(C)(=O)=O)c(=O)n(-c2ccccc2)n1C | 8% |
| CCOC(=O)c1sc(NC(=O)COc2ccc(Cl)cc2Cl)c(C(=O)OCC)c1C | 7% |
| CCCS(=O)(=O)c1c(S(=O)(=O)CCC)c2ccccn2c1C(=O)c1ccc(C)cc1 | 2% |
| COc1ccc([N+](=O)[O-])cc1-c1ccc(/C=N\Nc2ccc([N+](=O)[O-])cn2)o1 | 20% |
| CCOC(=O)C1=C(C)NC2=C(C(=O)CC(c3ccc(Cl)cc3)C2)C1c1ccc(OC)cc1OC (stereo unspecified) | 5% |
| CCOC(=O)c1sc(NC(=O)c2cc(Cl)ccc2[N+](=O)[O-])c(C(=O)OCC)c1C | 5% |
| CCOC(=O)C1=C(CC)OC(N)=C(C#N)C1c1ccc2ccccc2c1 (stereo unspecified) | 7% |
| Cc1[nH]n(-c2ccc([N+](=O)[O-])cc2)c(=O)c1C=NCc1ccc(Cl)cc1 | 17% |
| Cc1cccc(Nc2nc(N/N=C/c3ccc4c(c3)OCO4)nc(N3CCC(C)CC3)n2)c1C | 37% |
| COc1ccc(C(=O)Nc2sc3c(c2C(N)=O)CCCC3)cc1I | 45% |
| COC(=O)c1ccccc1-c1ccc(/C=C2/C(=O)NC(=O)N(c3ccc(Cl)cc3)C2=O)o1 | 8% |
| CCOC(=O)c1cc(C(C)=O)oc1C | 8% |
| CCOC(=O)NC(Nc1cc(C)ccn1)(C(F)(F)F)C(F)(F)F | 8% |
| CC(C)(C)c1ccc(C(=O)NNC(=O)C(=O)NCc2ccccc2)cc1 | 1% |
| Cc1cc2nc(SCc3ccccc3Cl)[nH]c2cc1C | 8% |
| COc1ccc(CNC(=O)C2CCN(Cc3ccc(OCc4ccccc4)cc3)CC2)cc1 | 18% |
| COc1ccc(NC(=O)C2=C(C)NC(=S)NC2c2ccc(Br)cc2)cc1 (stereo unspecified) | 0% |
| O=C1CCC(=O)N1c1ccc(-c2nc3ccc(N4C(=O)CCC4=O)cc3[nH]2)cc1 | 0% |
| CC(C)(Oc1ccc(CCNC(=O)c2ccc(-c3ccc(Cl)cc3)o2)cc1)C(=O)O | 0% |
| CN(c1ccccc1)c1ccc(/C=N/Nc2nc(-c3ccccc3)cs2)cc1 | 31% |
| Cc1sc2ncnc(NCCCn3ccnc3)c2c1C | 5% |
| COc1ccc(S(=O)(=O)N2CCN(Cc3ccccc3C(F)(F)F)CC2)cc1 | 9% |
| Cc1ccc(-c2noc(COc3ccc(C(C)(C)C)cc3)n2)cc1 | 11% |
| CC(=O)Nc1nc(SCCc2ccccc2)n[nH]1 | 2% |
| Cc1ccc(-c2nc3ncccc3o2)cc1NC(=O)c1cccc([N+](=O)[O-])c1 | 0% |
| Cc1cccc(C2C(C#N)=C(N)Oc3cc(C)oc(=O)c32)c1 (stereo unspecified) | 1% |
| O=C(N/N=C\c1ccc(OCc2ccccc2)cc1)C1COc2cc3ccccc3cc2O1 (stereo unspecified) | 3% |
